# CRFBP-R2 block = antagonists of CRF-BP/CRF-R2 complex, primary screen, cell-based, HEK293, calcium dye fluorescence, uHTS; CRF-induced calcium fluorescence; inhibition, % at 11.8 µM; 350,000 compounds, 0.59% hits; AID 588475, 2011;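 active = inhibition of the ligand-induced calcium signal above about 50% at the single tested concentration, limit read from the data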
# HCV NS3 hel inh = inhibitors of HCV NS3 helicase, primary screen, biochemical, Cy5 molecular beacon fluorescence. Hepatitis C virus NS3 helicase. NS3 helicase DNA unwinding. inhibition, % at 10.9 µM. 290,000 compounds, 0.56% hits. AID 1800, 2009;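 active = inhibition above the mean of all tested compounds plus 3 SD, set per campaign, cut at about 35% in these data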;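 also: 0% = DMSO wells and 100% = thioflavine S control wells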
#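 System: Hepatitis C virus NS3 helicase domain fragment enzyme | Reagent: Annealed dual-labelled DNA beacon duplex, ATP-started | Compound dosing: 10.9 µM single point, 0.8% DMSO | Incubation: 1 h reaction at 25 °C, ATP-initiated | Technique: Cy5 fluorescence | Evaluation: Percent inhibition from t60/t0 fluorescence ratio | Benchmarks: Low DMSO, high thioflavine S at 110 µM | Replication: Singlicate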
# IDE cell activ = human IDE activators in live cells, primary screen, fluorescence polarization, HEK cells, FAbeta-B substrate; Insulin-degrading enzyme (Homo sapiens), P14735; FAbeta-B cleavage; 0% vehicle, 100% cell-free pure enzyme wells; activation, % at 5.96 µM; 340,000 compounds, 0.073% hits; AID 493087, 2011;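 active = activation above the mean of all tested compounds plus 3 SD, set per screening campaign, cut at about 17% in these data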
# VIM-2 inh = VIM-2 metallo-beta-lactamase inhibitors, primary screen, biochemical, epi-absorbance readout, Pseudomonas aeruginosa enzyme; 290,000 compounds, 0.89% hits; inhibition, % at 5.6 µM; purified VIM-2, nitrocefin hydrolysis, epi-absorbance fluorescence; AID 1527, 2009;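 active = inhibition above the mean of all tested compounds plus 3 SD, cutoff set per screening run, cut at about 7.5% in these data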;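 also: red hydrolysis product quenches plate fluorescence so inhibitors raise well fluorescence; 0% = enzyme with DMSO and 100% = DMSO without enzyme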
# IDE cell inh = human IDE inhibitors in live cells, primary screen, fluorescence polarization, HEK cells, FAbetaB substrate; Insulin-degrading enzyme (Homo sapiens), P14735; AID 434962, 2010; 320,000 compounds, 0.41% hits; FAbetaB cleavage; inhibition, % at 5.59 µM;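 active = percent inhibition above the average of all tested compounds plus 3 SD, set per screening campaign, cut at about 16% in these data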;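 also: IDE supplied by intact live HEK cells; FP after avidin binding of uncleaved biotin substrate so inhibition keeps polarization high; 0% = DMSO wells and 100% = 60 µM reference IDE inhibitor Ii1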
# IMP-1 inhibitor = IMP-1 metallo-beta-lactamase inhibitors, primary screen, biochemical, epi-absorbance readout, Pseudomonas aeruginosa enzyme | metallo-beta-lactamase IMP-1 (Pseudomonas aeruginosa) | purified IMP-1, nitrocefin hydrolysis, epi-absorbance fluorescence | inhibition, % at 5.6 µM | 290,000 compounds, 0.45% hits | AID 1556, 2009;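 active = inhibition above the mean plus 3 SD of all compounds in the same screening run, cut at about 4.5% in these data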;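 also: 0% = IMP-1 with DMSO and 100% = DMSO wells lacking enzyme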
#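 System: purified IMP-1 / Input: IMP-1 dispensed at 0.2 nM / Medium: 50 mM HEPES pH 7.1, 50 µM ZnSO4, 0.05% Brij 35 / Timing: 15 min enzyme–compound preincubation, then 25 min nitrocefin reaction, 25 °C / Technique: plate fluorescence quenching by hydrolysis product, ex 480/em 530 nm / Repeats: singlicate testing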
# GalR3 antagonist = GalR3 antagonists in HEK293 cells, primary screen, cell-based, fluorescence readout; HEK293 GalR3-CNG cAMP membrane potential fluorescence; galR3 body fused to GalR1 C-terminus; inhibition, % at 3 µM; 360,000 compounds, 0.44% hits;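 active = inhibition above the screen-wide average plus 3 SD, cut at about 13% in these data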;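 also: forskolin and galanin both at EC90 stimulate the cells; cAMP rise reported by CNG channel membrane potential dye signal; 0% = forskolin plus galanin with DMSO and 100% = forskolin alone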
# Target sequence (O60755 1-299 limits assumed): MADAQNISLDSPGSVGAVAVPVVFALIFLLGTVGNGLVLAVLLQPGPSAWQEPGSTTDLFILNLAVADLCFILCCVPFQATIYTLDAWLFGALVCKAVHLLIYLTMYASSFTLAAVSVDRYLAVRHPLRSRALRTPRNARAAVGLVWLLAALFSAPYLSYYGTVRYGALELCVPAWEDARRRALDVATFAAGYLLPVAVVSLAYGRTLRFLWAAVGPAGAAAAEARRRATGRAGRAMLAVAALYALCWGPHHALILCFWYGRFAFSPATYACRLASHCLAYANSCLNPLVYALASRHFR
# SUMO HTRF inh = inhibitors of in vitro SUMOylation cascade, primary screen, biochemical, HTRF, uHTS; 290,000 compounds, 0.36% hits; inhibition, % at 35 µM; HTRF SUMOylation assay, SAE1/SAE2 + UBC9; SUMO-conjugating enzyme UBC9 (Homo sapiens), P63279; in the data active = inhibition above about 50%, passing the limit was not always enough; also: strong numbers were not always called active
# Target sequence (P63279 whole entry, looked up): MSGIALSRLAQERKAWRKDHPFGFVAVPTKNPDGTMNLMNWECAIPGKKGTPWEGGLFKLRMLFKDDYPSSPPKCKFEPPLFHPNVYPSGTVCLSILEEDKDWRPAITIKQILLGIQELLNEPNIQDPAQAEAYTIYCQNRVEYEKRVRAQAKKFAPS
# pCIP destab = p/CIP-EGFP fusion destabilizers, primary screen, fluorescence, F442A cells; 16 h; Q05BA5; AID 1984, 2009; 290,000 compounds, 0.01% hits; decrease of EGFP signal, % at 10 µM;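 active = EGFP signal decrease of at least 30% at 10 µM or well 3 SD below plate mean, unless failing retest; inactive = the rest, including hits failing retest or dose response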; also: some compounds called inactive have numbers as strong as hits; many of its hits are not listed in these tables
# * marks the source's active call; other numbers are inactive results; . = not tested or not shown.
SMILES,CRFBP-R2 block,HCV NS3 hel inh,IDE cell activ,VIM-2 inh,IDE cell inh,IMP-1 inhibitor,GalR3 antagonist,SUMO HTRF inh,pCIP destab
Cc1cc(Nc2ccccc2Cl)nc(-c2ccccc2O)n1,-8.1,-18.0,4.5,-0.3,-1.2,-1.8,-10.4,-15.9,4.1
CC(CCc1ccccc1)NC(=O)Cc1ccc(Br)cc1 (stereo not drawn),0.0,-7.2,4.2,-0.8,1.9,-2.4,-3.7,-8.8,-7.0
COc1ccc2[nH]cc(C(=O)CN3CCCCC3C)c2c1 (stereo not drawn),.,3.0,.,-1.0,.,-0.9,-4.2,16.2,-8.6
COc1ccc(Cl)cc1/C=N/NC(=O)c1c(-c2ccccc2)noc1C,-11.2,-13.2,-46.8,-2.0,.,-2.5,-2.5,-5.4,-4.7
Cc1ccc(OCCCC(=O)Nc2nncs2)cc1,-4.1,-0.3,5.7,-4.0,-0.9,-3.1,-0.5,19.0,2.3
CCN(C(=O)C(C)Cl)c1ccccc1 (stereo not drawn),1.8,3.6,1.5,-0.9,4.2,-3.0,-0.9,9.8,7.0
CCOc1ccc(NC(=O)N2CCN(c3nc4ccccc4s3)CC2)cc1,3.4,0.4,1.1,-2.9,13.9,-2.1,-6.9,27.0,0.3
CCN(Cc1ccccc1)c1ccc(/C=N/NS(=O)(=O)c2cccc([N+](=O)[O-])c2)cc1,16.4,1.1,3.8,-0.1,-3.6,-0.4,-4.9,1.9,4.3
CCOc1ccc2nc(SCC(=O)c3ccc(O)cc3O)sc2c1,8.7,1.6,3.3,-0.9,1.1,-0.1,-7.2,6.1,-6.9
Cc1cc(NC(=O)c2ccccc2)nc(C)n1,-6.3,-5.3,0.8,1.7,-2.2,-0.4,-5.6,29.4,-14.6
CSCCC(NC(=O)OCc1ccccc1)C(=O)NCc1cccnc1 (stereo not drawn),-7.2,-2.5,-2.8,-0.9,.,-1.9,-3.3,0.6,4.0
COC(=O)CSc1nnc(-c2c[nH]c3ccccc23)o1,8.7,-4.7,0.9,-0.9,-5.5,-3.7,-11.7,12.2,2.5
Oc1ccccc1-c1cc(-c2cccc(F)c2)n[nH]1,-7.3,-21.2,3.0,-2.5,-8.6,-1.5,-5.1,-9.5,1.8
COc1ccc(CNC(=O)COC(=O)c2cc(-c3ccco3)nc3ccccc23)cc1,.,17.3,.,-3.2,.,-0.2,.,56.7*,3.5
COc1ccc(-c2c(C)oc3cc(O)cc(O)c3c2=O)cc1OC,-3.0,-0.2,-0.7,-0.7,0.1,-0.4,4.0,-1.0,-9.1
CCCN(CCC)C1Sc2ccc(C(=O)OC)cc2NC1=O (stereo not drawn),-40.2,-11.4,-1.9,-1.7,-0.8,-1.4,-4.7,-15.0,0.9
Cc1nnc(SC(C)C(=O)NC2CCCCC2C)n1N (stereo not drawn),-2.9,.,4.3,.,-1.5,.,-1.8,.,.
COC(=O)c1sccc1NC(=O)Nc1cccc(C)c1,-9.1,-21.3,8.2,-0.8,5.8,-1.5,-2.5,0.6,7.6
Cc1nnsc1C(=O)N1CCCC(C(=O)c2ccc(C(F)(F)F)cc2)C1 (stereo not drawn),0.9,11.3,-3.7,-3.4,-2.9,-3.6,-2.2,-3.2,-9.4
O=C(C[n+]1ccccc1)N/N=C/c1cc(Br)ccc1O,-2.0,-5.0,6.8,-3.0,6.5,-0.6,-9.2,-5.2,7.8

# Of the compounds above, 3 have an NH in an aromatic ring:
SMILES,CRFBP-R2 block,HCV NS3 hel inh,IDE cell activ,VIM-2 inh,IDE cell inh,IMP-1 inhibitor,GalR3 antagonist,SUMO HTRF inh,pCIP destab
COc1ccc2[nH]cc(C(=O)CN3CCCCC3C)c2c1 (stereo not drawn),.,3.0,.,-1.0,.,-0.9,-4.2,16.2,-8.6
COC(=O)CSc1nnc(-c2c[nH]c3ccccc23)o1,8.7,-4.7,0.9,-0.9,-5.5,-3.7,-11.7,12.2,2.5
Oc1ccccc1-c1cc(-c2cccc(F)c2)n[nH]1,-7.3,-21.2,3.0,-2.5,-8.6,-1.5,-5.1,-9.5,1.8

# (further entries)
SMILES,CRFBP-R2 block,HCV NS3 hel inh,IDE cell activ,VIM-2 inh,IDE cell inh,IMP-1 inhibitor,GalR3 antagonist,SUMO HTRF inh,pCIP destab
Cc1cc2cc(CNC(=S)Nc3ccc(OC(F)(F)F)cc3)ccc2n1C,-17.5,-62.2,15.1,-2.9,1.3,-1.2,-0.2,-2.0,-9.0
O=C(COc1ccc(Cl)cc1)N(Cc1cccs1)C1CCS(=O)(=O)C1 (stereo not drawn),-11.9,3.0,-6.4,-2.2,4.5,-2.1,.,7.0,3.1
CC(C)(C)c1ccc(COc2ccsc2C(=O)O)cc1,15.0,12.3,3.5,20.5*,-7.9,-4.4,-5.0,17.5,4.5
COc1ccc(NS(=O)(=O)c2ccc3c(c2)CCCN3C(C)=O)cc1,-0.5,-3.8,-2.9,-2.1,4.5,-2.6,-3.9,20.5,-5.1
COc1ccc(OCCSc2nc3ccccc3n2CCC(=O)O)cc1,-0.1,1.5,3.6,-1.1,-3.7,-3.4,-9.5,18.5,-3.1
CNc1c(NS(=O)(=O)c2ccc(CC(C)C)cc2)c(=O)oc2ccccc12,3.4,3.9,-1.6,-0.8,1.4,-0.4,-6.9,14.4,-5.9
Cc1c(C(C)CCCO)oc(=O)c2c1Oc1c(C)c(C(C)C[C@H](C)O)oc(=O)c1C2 (stereo partly drawn),1.6,.,4.6,.,1.3,.,-2.4,.,.
CCCCCCC1CC(CC(=O)Nc2ccc([N+](=O)[O-])cc2)C(=O)O1 (stereo not drawn),-39.5,-17.0,2.9,-1.0,1.0,-1.6,-3.0,-9.9,-3.1
COc1cc2c(C(=O)NCCCOC(C)C)cn(CC(C)C)c(=O)c2cc1OC,19.4,1.0,-2.8,-3.1,3.0,-2.1,-5.7,4.9,-0.4
O=C(/C=C/c1ccccc1)C1=C(O)C(=O)N(CCO)C1c1ccccc1[N+](=O)[O-] (stereo not drawn),-3.2,2.5,-0.9,-1.5,-0.3,-2.4,-3.0,24.0,6.0
COC(=O)C1SCC2C(=O)N(Cc3cccc(C)c3)CC(=O)N21 (stereo not drawn),-7.2,1.8,-1.0,-4.8,-3.5,-3.8,-2.5,0.1,6.0
O=C(NCc1ccccc1)C(=O)Nc1nc(C23CC4CC(CC(C4)C2)C3)cs1,2.3,2.5,7.1,-4.4,-3.7,-4.0,-1.9,4.9,0.1
CCCCN(CC)CCCNC(=O)CN1C(=O)CSc2ccc(S(=O)(=O)N3CCOCC3)cc21,1.6,13.0,5.3,-0.7,-4.0,0.6,-3.4,22.1,0.0
COc1ccc(NC(=S)N2CCN(CCN3C(=O)c4cccc5cccc(c45)C3=O)CC2)cc1,2.1,-5.9,1.6,-0.9,-5.3,-2.8,-2.6,6.5,-7.5
COc1cc2c(cc1OC)C(c1cccc([N+](=O)[O-])c1)N(C(=O)CCC(=O)O)CC2 (stereo not drawn),-0.9,1.9,4.4,-3.1,3.2,-2.4,-8.6,6.8,-9.1
COc1cccc(C=Nc2ccc3c(c2)OCCO3)c1O,-13.9,-0.2,3.1,-2.4,3.4,-2.9,.,13.7,0.4
COc1cccc(-n2cc(C(=O)NC(C)C)c3ccccc3c2=O)c1,19.2,-1.0,5.3,0.2,-4.0,-1.4,-10.0,-7.3,-4.0
CC(=O)Nc1ccc(S(=O)(=O)NCCC(=O)NCC2COc3ccccc3O2)cc1 (stereo not drawn),10.1,-7.5,-0.4,-0.4,-2.3,-1.4,-3.4,13.6,19.2
CCOC(=O)CNc1ccc(C(=O)OCC)cc1[N+](=O)[O-],23.0,10.9,3.2,-0.5,-4.5,-0.6,2.3,-12.3,5.5
O=C(CSc1nc(-c2ccccc2)nc2ccc(F)cc12)Nc1ccc(C(=O)O)cc1,-1.9,24.9,1.4,-1.3,-1.7,-2.8,4.0,1.9,-5.7
O=C1NC(=O)C(CC(=O)N(Cc2ccco2)C2(C(=O)NC3CCCC3)CCCCC2)N1 (stereo not drawn),2.2,-0.5,3.6,-1.7,6.1,-1.7,-3.8,13.9,-2.8
O=[N+]([O-])c1c(NCCCO)cc(N2CCN(Cc3ccc4c(c3)OCO4)CC2)c2nonc12,8.6,7.0,2.5,-4.2,3.7,-2.7,-7.9,7.6,-11.3
O=C(Nc1ccc(F)cc1F)Nc1sccc1-c1nc2ccccc2s1,-21.3,-7.3,4.7,-3.4,2.1,-4.9,2.0,12.9,-0.7
O=C1CC(c2cc([N+](=O)[O-])ccc2Cl)c2c(ccc3ccccc23)N1 (stereo not drawn),-40.8,2.0,1.9,-3.4,-2.6,-3.8,1.3,-5.0,3.8
CC/C(=N/NS(=O)(=O)c1ccc(Cl)cc1)c1ccc(O)cc1,-14.9,3.8,-3.2,-1.4,-3.3,-2.7,0.3,2.2,6.2
CCC(C)[C@H](NC(=O)NCc1cccnc1)C(=O)OC (stereo partly drawn),-1.8,0.3,-1.0,-0.2,-2.6,-1.7,-5.5,7.9,-5.6
Cc1ccc(S(=O)(=O)N(C)c2ccccc2C(=O)N2CCCC2)cc1,-17.2,-10.3,5.5,0.9,2.0,-0.7,-4.1,-11.2,3.4
CCOc1ccc(S(=O)(=O)n2nc(C)c(S(=O)(=O)N3CCOCC3)c2C)cc1,-1.9,-0.4,2.3,-5.6,14.8,-3.4,-6.1,9.1,-1.8
CCN(C(=O)c1cc2c(=O)n3cccc(C)c3nc2s1)C1CCCCC1,2.2,-5.1,2.2,9.0*,6.4,-2.2,-9.5,16.3,-24.2
NC(=O)CCC(C(=O)O)N1C(=O)c2ccc(O)cc2C1=O (stereo not drawn),6.0,-2.3,6.1,-1.3,2.3,-1.8,-6.4,23.6,0.7
COC(=O)c1ccc(OCC2NCCc3cc(OC)c(OC)cc32)cc1 (stereo not drawn),-10.1,-4.3,0.2,-0.8,1.8,-1.0,.,15.3,1.8
O=C(CNC(=O)C1CC1)Nc1ccc(F)c(F)c1F,-4.9,.,2.2,.,2.1,.,-3.0,.,.
Cc1ccc(-c2c(C#N)c(N)nc3c2CCCCC3)o1,-22.4,-16.6,-0.7,0.6,4.0,-1.8,-2.4,32.7,-16.6
CCc1nonc1NC(=O)c1oc2ccc(C)cc2c1C,-4.5,4.8,4.9,-4.9,4.4,-4.5,-6.3,.,-8.6
O=C(Nc1ccccc1)Nc1cccc(-c2cn3cccnc3n2)c1,7.5,-2.9,1.9,0.8,2.6,0.3,2.8,27.9,-7.6

# Source: PubChem
